# Ba/F3 V617F tox = lowers viability of Ba/F3 cells expressing EpoR and JAK2V617F; ATP luminescence; inhibition, % at 5.6 µM; 220,000 compounds, 1.1% hits; AID 1446;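 active = inhibition above the campaign mean plus 3 SD over all tested compounds, cut at about 24% in these data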;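 note: cytokine-independent growth of Ba/F3 cells driven by EpoR plus mutant JAK2; 0% = DMSO-treated cells and 100% = JAK inhibitor I control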
# CHOP inh = CHOP inhibition in unfolded protein response; CHO-K1 CHOP-promoter luciferase, tunicamycin-induced, 15-18 h; inhibition, % at 10 µM; 220,000 compounds, 3.8% hits;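 active = compounds that reduced the stress-induced luciferase reporter signal by more than about 70% of percent inhibition, limit read from the data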;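 note: 0% = tunicamycin plus vehicle and 100% = wells without tunicamycin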
# RBBP9 inh = blocks human serine hydrolase RBBP9 | AID 1515 | O75884 | 220,000 compounds, 0.2% hits | recombinant RBBP9, FP-Rh probe fluorescence polarization | inhibition, % at 7.94 µM;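 active = inhibition above the campaign mean of all tested compounds plus 3 SD, cut at about 14% in these data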;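 note: plate controls were DMSO wells with RBBP9 for no effect and wells lacking RBBP9 protein for full effect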
# Target sequence (O75884 whole entry, looked up): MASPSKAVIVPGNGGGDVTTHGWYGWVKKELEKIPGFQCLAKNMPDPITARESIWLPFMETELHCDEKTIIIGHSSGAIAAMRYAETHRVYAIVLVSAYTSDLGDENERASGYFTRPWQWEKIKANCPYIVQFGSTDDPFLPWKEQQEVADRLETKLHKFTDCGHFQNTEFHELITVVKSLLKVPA
#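 Assay system: recombinant human RBBP9; Reagent: Serine-hydrolase probe FP-Rh, 375 nM pre-mixing; Doses: 7.94 µM single dose, 0.794% DMSO; Incubation: 30 min then 45 min, 25 °C; Detection: fluorescence polarization (mP), excitation 525 nm, emission 598 nm; Evaluation: percent inhibition from mP, scaled between DMSO and no-protein wells.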
# BaF3 tox = parental Ba/F3 viability inhibition as JAK2V617F counter-screen; CellTiter-Glo ATP luminescence; AID 1486; 220,000 compounds, 1.1% hits; inhibition, % at 5.6 µM;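 active = inhibition above a per-campaign cutoff, the mean inhibition of all tested compounds plus 3 SD, cut at about 27% in these data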;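 note: 0% = DMSO wells and 100% = JAK Inhibitor I control wells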
# Wee1 degr inh = inhibitors of human Wee1 degradation. P30291. HeLa Luc-Wee1K328M stability, luciferase luminescence; 100% = proteasome inhibitor MG132 effect. reporter increase, % at 5 µM. 220,000 compounds, 1.2% hits;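 active = activation above the mean of all tested compounds plus 3 SD, set per screening run, cut at about 8.8% in these data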;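 note: cells exposed to compound for 20 h before luminescence read; 0% = DMSO alone and 100% = MG132 at 30 µM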
# TRPML3 ag = activates the human TRPML3 channel; activation, % at 3 µM; 220,000 compounds, 0.29% hits; HEK293 TRPML3-YFP, Fluo-8 calcium fluorescence; 100% = the carbachol control signal; AID 1448; Q8TDD5;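 active = activation above its plate's cutoff, the mean activation of the plate's test wells plus 3 SD, cut at about 12% in these data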;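 note: 0% = DMSO only wells and 100% = carbachol wells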
# Target sequence (Q8TDD5 whole entry, looked up): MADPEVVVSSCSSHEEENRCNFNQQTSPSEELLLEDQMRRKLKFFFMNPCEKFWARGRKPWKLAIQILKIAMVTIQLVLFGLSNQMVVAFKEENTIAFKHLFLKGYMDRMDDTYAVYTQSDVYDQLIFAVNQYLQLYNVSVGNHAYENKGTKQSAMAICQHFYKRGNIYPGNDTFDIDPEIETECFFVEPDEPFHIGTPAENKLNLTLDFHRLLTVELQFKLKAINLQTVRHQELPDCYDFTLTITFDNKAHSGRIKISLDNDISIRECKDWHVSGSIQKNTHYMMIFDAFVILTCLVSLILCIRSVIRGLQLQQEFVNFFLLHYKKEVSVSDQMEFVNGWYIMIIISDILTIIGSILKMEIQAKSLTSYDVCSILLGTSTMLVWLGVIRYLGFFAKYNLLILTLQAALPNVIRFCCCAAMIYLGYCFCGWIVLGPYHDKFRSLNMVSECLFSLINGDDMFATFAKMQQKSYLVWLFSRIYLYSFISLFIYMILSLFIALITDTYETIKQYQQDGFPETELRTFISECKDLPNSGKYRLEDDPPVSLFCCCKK
#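 system = HEK293 cells stably carrying human TRPML3-YFP | doses = one concentration, 3 µM nominal, 0.3% DMSO | timing = dye loading 1 h 37 °C then 30 min ambient, 125 s read | detection = Fluo-8 calcium dye fluorescence, ex 470-495, em 515-575 nm | benchmarks = high control carbachol 87 µM, low control DMSO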
# TNF necrop inh = inhibitors of TNF-alpha induced necroptosis in Jurkat FADD-/- cells | AID 463075 | 220,000 compounds, 0.068% hits | Jurkat FADD-/- TNF necroptosis rescue, ATP luminescence, 24 h; 0 = TNF only, 100 = no-TNF cells | activation (protection from cell death), % at 10 µM;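 active = activation, meaning protection from cell death, of at least 50% relative to plate controls; inactive = activation below 50%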;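 note: necroptosis triggered by 40 ng/mL TNF-alpha added together with compound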
# PPC-1+TRAIL kill = compounds killing PPC-1 cancer cells with TRAIL present (potentiator screen, no TRAIL-free arm); 220,000 compounds, 0.41% hits; cell killing (% activity), % at 4 µM; PPC-1 cells + TRAIL, ATPLite viability luminescence; AID 1443;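 active = cell killing above 50% in the first pass at 4 µM, then a duplicate retest at 5 µM averaging 50% or more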;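 note: plate controls were cells with TRAIL plus DMSO for no effect and medium-only wells lacking cells for full effect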
# zfTRPN1 agonist = activates the zebrafish TRPN1 channel | HEK293 zebrafish TRPN1-YFP, Fluo-8 calcium fluorescence; 100% = response to 87 µM carbachol | activation, % at 3 µM | 220,000 compounds, 0.18% hits;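 active = activation above its plate's cutoff, the mean activation of test wells on that plate plus 3 SD, cut at about 19% in these data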;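 note: 0% = DMSO alone and 100% = 87 µM carbachol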
#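 Material: zebrafish TRPN1-YFP in HEK293 cells. Doses: one dose of 3 µM, 0.3% DMSO. Incubation: dye 1 h 37 °C plus 30 min RT. Measured by: intracellular calcium fluorescence with Fluo-8.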
# * hit, by the source's call; . = not tested or not shown. Compounds were not picked by outcome (roughly 6.8% active in at least one column).
# Sample of the layout (two entries):
smiles	Ba/F3 V617F tox	CHOP inh	RBBP9 inh	BaF3 tox	Wee1 degr inh	TRPML3 ag	TNF necrop inh	PPC-1+TRAIL kill	zfTRPN1 agonist
CN(C)CCNc1c2c(c(C#N)c3nc4ccccc4n13)CCCC2	-3	.	-2	5	5	-0.4	1.2	2	1.0
O=C(O)CC1S/C(=N/N=C/c2ccc(-c3ccc(Cl)c([N+](=O)[O-])c3)o2)NC1=O (configuration not stated)	2	1	-1	8	1	0.4	-0.7	18	-0.4

# The list itself (from the top)
smiles	Ba/F3 V617F tox	CHOP inh	RBBP9 inh	BaF3 tox	Wee1 degr inh	TRPML3 ag	TNF necrop inh	PPC-1+TRAIL kill	zfTRPN1 agonist
CN(C)CCNc1c2c(c(C#N)c3nc4ccccc4n13)CCCC2	-3	.	-2	5	5	-0.4	1.2	2	1.0
O=C(O)CC1S/C(=N/N=C/c2ccc(-c3ccc(Cl)c([N+](=O)[O-])c3)o2)NC1=O (configuration not stated)	2	1	-1	8	1	0.4	-0.7	18	-0.4
CC1(C)COC2(OC1)C(=O)N(CN1CCOCC1)c1ccccc12	-6	9	-2	1	7	0.0	0.1	3	-0.2
O=C(COC(=O)c1cccs1)Nc1ccccc1[N+](=O)[O-]	0	9	-2	2	2	1.2	0.2	2	0.0
CC(C)Cn1c(N)c(C(=O)CSc2nc3ccccc3c(=O)n2CCCN2CCOCC2)c(=O)n(C)c1=O	2	4	0	6	-2	0.5	1.5	17	0.3
CCOC(=O)N1CCN(C(=O)COc2cccc3c2CCN(Cc2ccccc2F)C3=O)CC1	2	38	-10	6	1	1.0	0.3	23	0.1
COC(=O)c1c(F)c(F)c(N2CCOCC2)c(F)c1F	-3	-21	-5	1	0	0.6	0.8	4	1.4
O=C(Cn1cnc2ccccc2c1=O)Nc1ccc(N2CCOCC2)cc1	0	10	-3	7	-1	1.0	1.8	20	0.7
COc1ccc(NC(=O)C(=O)N/N=C/c2cccnc2)cc1	0	20	-13	-3	-1	0.9	-3.0	9	2.2
COC(=O)NNC(=O)c1ccc(C)c(Br)c1	0	-11	1	5	2	0.9	1.0	19	1.1
N#Cc1c(NC(=O)C2CC2)sc2c1CCCCC2	-3	-13	-5	3	2	-0.1	1.5	3	1.5
CCOc1ccc(Br)cc1/C=N/NC(=O)c1ccncc1	-2	4	-6	4	2	0.3	-14	14	-0.2
Oc1ccc2ccccc2c1C=Nc1ccccc1-c1nc2ccccc2[nH]1	1	73*	-1	5	2	0.4	-14	-1	0.0
CN(CC(=O)Nc1cccc(F)c1)CC(=O)Nc1ccc(Cl)cc1[N+](=O)[O-]	-3	-2	0	0	-2	0.7	-0.1	-2	-0.4
N/C(Cc1cccc2ccccc12)=N\OC(=O)Cc1cccs1	-2	4	-4	9	6	-1.0	0.8	26	-1.3
Cc1ccccc1Nc1cccc2nonc12	5	35	-4	11	-3	0.7	-7.1	14	0.1
COc1ccccc1CNC(=O)CCS(=O)(=O)c1cccc2nonc12	2	20	0	4	9.8*	0.9	-1.6	7	1.3
CN(CC(=O)Nc1ccccc1C(F)(F)F)C(=O)CSc1nnnn1C	-2	21	-4	-2	-1	1.6	0.4	23	1.1
CCN(CC)Cc1nc2c(c(=O)[nH]1)C1(CCCCC1)Cc1ccccc1-2	-1	8	-8	0	0	-0.5	0.7	11	0.2
CCOc1ncccc1C(=O)OCC(=O)NCCc1ccc(OC)cc1	-5	36	3	-1	-1	-0.2	1.9	-6	-0.9
CCN(C(=O)c1cc2cc(OC)ccc2oc1=O)c1cccc(C)c1	2	26	1	2	2	0.3	0.7	-20	1.2
CC(NC(=O)Nc1cccc(Cl)c1)C(c1cccs1)N1CCCC1 (configuration not stated)	1	25	-10	4	-2	0.6	2.9	27	1.1
O=C(NCCN1CCOCC1)c1ccc2c(c1)N(Cc1ccccc1F)C(=O)c1ccccc1S2	0	8	-8	5	-1	1.1	1.8	5	2.4
O=C(COc1ccc(F)cc1)c1c(O)cc(O)cc1O	-6	-55	4	-1	3	1.1	3.4	2	-0.2
O=C(COc1ccccc1)NCC(=O)Nc1ccc(S(=O)(=O)NCc2ccco2)cc1	-6	34	9	1	0	0.6	0.6	19	-0.8
O=C(Nc1ccc2[nH]c(=O)[nH]c2c1)c1cc(F)c(F)cc1Cl	3	-6	0	-4	1	-0.4	-2.1	20	1.5
O=C(CCSCCc1ccccn1)Nc1ccc(Cc2ccncc2)cc1	3	15	-1	4	1	3.0	0.7	0	2.8
O=C(CCl)N1N=C(c2cccs2)CC1c1ccco1 (configuration not stated)	0	106*	-6	2	-1	0.3	-7.3	8	1.9
CCn1c(NCCO)nc2c(c1=O)C(C)(CC)Cc1ccccc1-2 (configuration not stated)	-2	14	-7	-2	5	0.9	1.2	14	1.4
COC(=O)c1ccc(C2C(C(=O)OCC(C)C)=C(C)N=C3SCCC(=O)N32)cc1 (configuration not stated)	-1	51	-6	5	-2	0.2	-0.3	1	-0.3
CN(C)CCNS(=O)(=O)c1ccc(Cl)cc1	2	-6	-11	1	-4	0.1	0.7	11	0.1
CCn1nc(C(=O)OCC(=O)NCCN2C(=O)CSC2=O)c2ccccc2c1=O	3	21	-1	3	-1	-0.6	0.4	11	0.9
COc1ccc(CNC(=O)c2cc3c(=O)n4ccccc4nc3n(Cc3cccnc3)c2=N)cc1	1	13	-13	8	-1	-0.8	-0.3	23	-0.1
O=[N+]([O-])c1ccc(O)c(NC(=S)Nc2ccccc2)c1	-5	19	-2	2	0	0.5	13	-7	0.3
CCOC(=O)c1c(-c2ccccc2)csc1NC(=O)c1ccc(S(=O)(=O)N2CC(C)OC(C)C2)cc1 (configuration not stated)	-4	-12	-1	-2	-3	0.9	-2.8	22	0.3
CN(C(=O)COC(=O)c1cccc(NS(=O)(=O)c2ccc(F)c(F)c2)c1)C1CCS(=O)(=O)C1 (configuration not stated)	-5	-15	1	1	0	0.1	0.3	-5	-0.4
COc1ccc2cc(/C=N/NC(=O)CN(c3ccccc3C)S(=O)(=O)c3ccccc3)c(Cl)nc2c1	-2	16	-2	8	0	1.2	1.2	10	2.6
Cn1ccc2c([N+](=O)[O-])cccc2c1=O	-3	5	-8	4	0	0.9	0.0	-4	1.4
CCS(=O)(=O)Nc1ccc2[nH]c(=O)[nH]c2c1	-1	14	-4	-5	1	0.6	-0.1	-5	-0.1
COC(=O)[C@@H]1CCCN1Cc1nc(Cc2ccc(OC)c(OC)c2)no1	-2	8	-6	1	5	1.4	0.6	17	1.0
CN(C)CCOc1cc(Cl)cc(Cl)c1	1	11	-4	4	5	1.0	-0.2	20	0.6
O=C(NCc1ccco1)c1ccc2c(c1)N(Cc1ccccc1)C(=O)CS2=O (configuration not stated)	2	11	-6	1	-1	0.7	-0.3	.	1.2
CCN(CC)c1ccc(NC(=O)OC)cc1	0	33	-4	0	0	0.5	-2.0	12	0.5
Cc1ccc(-c2[nH]c3ccccc3c2SCCNC(=O)c2cc3ccccc3oc2=O)cc1	1	31	-7	5	1	0.3	-0.8	-32	0.9
Cc1ccc(C(=O)C2CCN(CC(=O)N3CCN(c4ccc(F)cc4)CC3)CC2)cc1	1	40	-1	5	0	1.4	-0.5	7	0.4
COc1ccccc1NC(=O)N1CCN(c2ccc3nncn3n2)CC1	1	9	4	1	0	1.2	-0.6	12	0.7
Cn1c(=O)[nH]c2nnc(-c3ccc(Cl)c(Cl)c3)nc2c1=O	0	24	-1	-15	2	0.6	-1.4	34	1.5
O=C(CN1CCOCC1)NC1C2CC3CC(C2)CC1C3 (configuration not stated)	-4	47	-4	0	-2	0.8	-0.7	9	-0.2
O=C(c1cc(-c2ccncc2)nc2ccc(Cl)cc12)N1CCN(C(=O)C2CCCO2)CC1 (configuration not stated)	-1	11	-5	4	1	1.1	-4.7	2	3.5
CN(C)CC(C)(C)CN=Cc1c(O)[nH]c2ccccc12	-2	17	-1	-1	2	0.9	0.1	18	0.2
O=C(COC(=O)c1cccnc1Cl)Nc1ccc2c(c1)OCCO2	-2	0	-5	-1	0	0.3	-0.4	-2	2.3
CCOC(=O)C1(C)C=C(Nc2cccc(OC)c2)C(=O)N1c1ccccc1 (configuration not stated)	4	10	-7	-5	2	-0.1	1.9	8	-1.6
CC(C)(C)c1cc(OS(C)(=O)=O)ccc1O	2	32	3	7	2	1.8	0.9	-10	1.4
O=C1OCc2cc(NC(=O)C34CC5CC(CC(C5)C3)C4)ccc21	-2	9	7	3	1	-0.5	-0.8	-2	0.2
O=C1CC(c2ccccc2)Cc2nc3nc(C(F)(F)F)nn3cc21 (configuration not stated)	-4	-4	-2	3	3	0.3	-0.1	3	-0.9
Cc1cc(-c2nnc3n2N=C(c2ccc(F)cc2)CS3)n[nH]1	1	1	-11	7	1	0.6	-5.8	-1	-0.6
O=C(CC(C(=O)O)C1CCCO1)NCc1ccccc1 (configuration not stated)	-4	-20	4	2	-1	0.5	1.5	15	-0.2
COc1ccccc1NC(=S)NC(=O)C1CC1	0	30	-9	5	-3	-0.2	0.9	3	-1.4
Cc1nn(-c2ccccc2)c(C)c1/C=N/NC(=O)CSc1nnc(SCc2ccccc2Cl)s1	-2	52	-12	5	-2	0.3	1.9	15	-0.1
CCOC(=O)N1CCN(C(=O)c2ccc(S(=O)(=O)c3ccc(C)cc3)c(NC(C)=O)c2)CC1	-1	33	-12	4	0	0.1	-0.7	4	1.4

# Next records
smiles	Ba/F3 V617F tox	CHOP inh	RBBP9 inh	BaF3 tox	Wee1 degr inh	TRPML3 ag	TNF necrop inh	PPC-1+TRAIL kill	zfTRPN1 agonist
O=C(O)c1ccc(/C=N/NC(=S)NC2CCCCC2)cc1	-1	-1	-8	4	-2	0.7	1.6	7	0.5
Cc1ccc(OC(=O)c2ccccc2P(=O)(O)O)cc1	-1	21	-2	4	0	2.2	0.8	7	-0.2
O=C(c1c(F)cccc1F)N(Cc1cccs1)C1CCCC1	3	31	-7	17	-3	-1.1	0.2	2	-2.4
CCOC(=O)N1CCN(c2c(N3CCc4ccccc4C3)c(=O)c2=O)CC1	-2	18	-5	7	4	0.7	-0.3	13	0.3
Cc1csc2nc(CNC(=O)C3CC=CCC3C(=O)O)cn12 (configuration not stated)	-4	26	-6	6	-3	0.6	0.4	-3	-0.2
CCCNC(=O)c1cccc(Br)c1	-3	1	-1	2	-2	0.7	0.9	-1	-0.1
CCOc1ccc(/C=N/Nc2cc(=O)n(C)c(=O)n2C)cc1	9	-19	-4	12	2	0.7	0.8	15	1.6

# High-throughput results deposited in PubChem BioAssay by several laboratories.
